Rac1 act GTP bind: modulators of GTP binding to human Rac1 activated mutant | 190,000 tested, 0.11% active | GST-Rac1 activated beads, fluorescent GTP binding, flow cytometry; actives lie on both sides; 100% means binding = to untreated wells | percent activity (GTP binding), % at 10 µM | AID 764;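 active means GTP binding at least 20 percentage points away from the 100% baseline, in either direction, so actives lie on both sides; inconclusive means Compound likely fluorescent itself, or too few beads counted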
Cdc42 wt GTP: human Cdc42 wildtype GTP binding change, either direction. P60953. percent activity (GTP binding), % at 10 µM. AID 761. 190,000 tested, 0.2% active. GST-Cdc42 beads, Bodipy-GTP binding, flow cytometry; actives lie on both sides;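 active means percent activity GTP binding at least 20 points away from the 100% baseline, either down as inhibitor or up as activator; inconclusive means compound flagged as likely green fluorescent from well-wide comparison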;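 further: median bead fluorescence of bound Bodipy-FL-GTP at 100 nM; 0% = excess unlabeled GTP control and 100% = no compound control; below 100% means less GTP binding so inhibitor and above means activator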
Target sequence (P60953 whole entry, looked up): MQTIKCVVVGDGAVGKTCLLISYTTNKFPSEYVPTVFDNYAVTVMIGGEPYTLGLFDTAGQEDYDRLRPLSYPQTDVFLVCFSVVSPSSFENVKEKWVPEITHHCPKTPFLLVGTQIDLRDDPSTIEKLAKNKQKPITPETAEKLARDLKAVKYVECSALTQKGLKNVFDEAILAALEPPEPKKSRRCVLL
Avidin bead fluor: avidin bead compound fluorescence profile | Avidin beads, compound fluorescence 488/530 nm, flow cytometry; stronger effect = higher value | fluorescence (KMESF) at 10 µM | 220,000 tested, 0.38% active; in the data active means fluorescence above about 47; further: inactives centre near 10
HRas wt GTP: human HRas wildtype GTP binding, change in either direction; P01112; 190,000 tested, 0.14% active; AID 759; GST-Ras wt beads, Bodipy-FL-GTP binding, flow cytometry; actives lie on both sides; GTP binding activity, % at 10 µM;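 active means GTP binding activity at least 20% away from the 100% baseline, either lowered as inhibitor or raised as activator; inconclusive means flagged as likely green fluorescent, judged across all proteins in the well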;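 further: 0% = unlabeled GTP competition control and 100% = no-compound control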
Target sequence (P01112 whole entry, looked up): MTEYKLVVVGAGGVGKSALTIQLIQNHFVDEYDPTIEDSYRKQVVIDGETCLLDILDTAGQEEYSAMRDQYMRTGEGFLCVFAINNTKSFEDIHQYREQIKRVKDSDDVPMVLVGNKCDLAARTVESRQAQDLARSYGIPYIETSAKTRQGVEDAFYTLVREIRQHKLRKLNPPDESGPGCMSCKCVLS
Rab2A wt mod: changes GTP binding to wildtype dog Rab2A, up or down; GST-Rab2 wt beads, Bodipy-GTP binding, flow cytometry; GTP binding activity, % at 10 µM; AID 760; P61105; 190,000 tested, 0.19% active;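 active means GTP binding activity at least 20 points away from 100%, either lowered or raised; inconclusive means signal likely due to the compound's own green fluorescence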;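 further: 0% = beads with excess unlabeled GTP and 100% = no-compound control corrected for plate trend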
Mcl1 Noxa PPI: disrupts binding of human Mcl-1 to Noxa peptide. Q07820. TR-FRET Mcl-1/Noxa peptide binding, 2 h. inhibition, % at 21.7 µM. 220,000 tested, 1.5% active. AID 1022;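 active means compounds that cut the protein-peptide binding signal by more than 50% relative to plate controls in a single-dose test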;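 further: His-tagged Mcl-1 with rhodamine Noxa BH3 peptide and terbium anti-His antibody; 0% = Mcl-1 plus Noxa peptide wells and 100% = peptide-only wells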
Target sequence (Q07820 whole entry, looked up): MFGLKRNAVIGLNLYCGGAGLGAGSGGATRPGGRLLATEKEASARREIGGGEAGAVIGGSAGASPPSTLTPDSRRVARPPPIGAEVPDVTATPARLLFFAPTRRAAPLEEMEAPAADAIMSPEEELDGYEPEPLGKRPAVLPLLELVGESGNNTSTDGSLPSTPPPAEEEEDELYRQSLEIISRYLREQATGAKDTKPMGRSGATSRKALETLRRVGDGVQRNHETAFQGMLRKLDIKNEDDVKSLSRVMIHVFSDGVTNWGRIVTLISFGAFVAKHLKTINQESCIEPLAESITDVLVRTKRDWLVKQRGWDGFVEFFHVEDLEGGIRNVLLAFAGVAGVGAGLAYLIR
ABCG2 inh: inhibitors of human ABCG2 transporter, ABCB1 counter-screen; IgMXP3 cells, JC-1 efflux, flow cytometry; 190,000 tested, 0.1% active; inhibition, % at 6.6 µM; AID 1325;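 active means inhibition above 80%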;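 further: 0% = DMSO and 100% = nicardipine control wells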
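Test system: IgMXP3 (ABCG2) plus far-red-tagged CCRF-Adr (ABCB1) cells / Amount: 3 million cells/mL in well / Reagent: JC-1 transporter substrate / Timing: 10 min compound exposure, 25 °C / Signal: flow cytometry, 530 nm JC-1 signal / Read-out: percent efflux inhibition, scaled nicardipine 100% to DMSO 0% / Benchmarks: nicardipine as high control, DMSO as low control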
Rab7 wt GTP bind: modulators of GTP binding to dog Rab7 wildtype GTPase; GST-Rab7 beads, fluorescent GTP binding, flow cytometry; actives lie on both sides; untreated = 100%, excess cold GTP = 0%; GTP binding activity (percent of control), % at 10 µM; 190,000 tested, 0.055% active;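 active means fluorescent GTP binding to Rab7 beads changed by at least 20 points from the 100% baseline, either direction, mostly lower; inconclusive means compound itself probably fluorescent, or too few beads counted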;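 further: median green fluorescence of bound Bodipy-FL-GTP per Rab7 bead population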
Pf gametocyte: kills late stage P. falciparum gametocytes; 150,000 tested, 0.065% active; inhibition, % at 10.9 µM; P. falciparum stage V gametocytes, ATP luminescence, 24 h;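 active means inhibition above the mean plus 3 SD of compounds within the control limits, set per campaign, cut at about 38% in these data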;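 further: 0% = DMSO wells and 100% = medium only without gametocytes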
Rac1 wt GTP bind: human Rac1 wildtype GTP binding, inhibitors and activators | GST-Rac1 beads, fluorescent GTP binding, flow cytometry; actives lie on both sides; 0 = cold GTP competed, 100 = untreated | P63000 | 190,000 tested, 0.27% active | GTP binding activity (% of control), % at 10 µM;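 active means GTP binding activity at least 20 points away from the 100% control level, either lower or higher; inconclusive means compound flagged as likely green fluorescent, judged across all proteins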
ABCB1 inh: inhibitors of human ABCB1 transporter, ABCG2 counter-screen. P08183. CCRF-Adr cells, JC-1 efflux, flow cytometry. inhibition, % at 6.6 µM. 190,000 tested, 0.067% active; in the data active means inhibition above about 40%;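 further: 0% = vehicle and 100% = reference inhibitor; higher value means more JC-1 retained so stronger ABCB1 efflux block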
* = called active by the depositor; ? = inconclusive; / = no result given.

Every second line gives: Rac1 act GTP bind	Cdc42 wt GTP	Avidin bead fluor	HRas wt GTP	Rab2A wt mod	Mcl1 Noxa PPI	ABCG2 inh	Rab7 wt GTP bind	Pf gametocyte	Rac1 wt GTP bind	ABCB1 inh
CNC(=S)NCCc1ccc(OC)cc1
→ 96	97	8	97	95	4	9	92	/	99	0.1
CNS(=O)(=O)c1ccc(C(C)(C)C)cc1
→ 95	100	11	102	102	13	1	108	-3	103	0.2
CCCC/C(O)=N\S(=O)(=O)c1ccc(N=NN(C)C)cc1
→ 89	91	6	89	88	-4	-1	88	/	91	-0.2
COCCOC(=O)c1c(NC(=O)CSc2cccc[n+]2[O-])sc(C(N)=O)c1C
→ 97	96	11	99	96	15	1	96	/	99	0.1
COC(=O)C1CCN(Cc2ccc(OCCCN3CCN(c4ccc([N+](=O)[O-])cc4)CC3)cc2)CC1
→ 93	96	3	95	95	9	2	96	-1	97	1.4
O=C(NCc1ccccc1)NC(O)C(Cl)(Cl)Cl (centres undefined)
→ 97	97	13	100	99	1	2	102	-22	102	0.6
O=C(C1CCCCN1S(=O)(=O)c1ccccc1)N1CCCCC1 (centres undefined)
→ 98	102	16	101	102	6	3	101	/	103	0.2
O=C(CSc1nc2[nH]ncc2c(=O)[nH]1)c1ccc(Cl)cc1
→ 93	95	10	96	96	-2	2	102	0	99	0.2
CC(=O)c1n[nH]nc1NC(=O)c1ccccc1
→ 94	101	22	99	100	13	2	102	/	95	0.4
Cc1ccc(O)c(C(=O)CC(=O)c2ccccc2Cl)c1
→ 97	95	10	97	96	-5	1	97	-4	99	0.1
COc1ccc(CCC(=O)Nc2ccc(C)c([N+](=O)[O-])c2)cc1
→ 98	99	12	96	96	21	1	100	14	101	0.6
CCCN1CCN(C(=O)c2cc3c(s2)-c2ccccc2S(=O)(=O)C3)CC1
→ 99	99	6	102	99	-8	-1	101	/	105	-0.6
CCN(CC)c1ccc(/C=N/O)cc1
→ 92	92	9	97	94	14	-1	104	-38	93	-0.2
CN(c1ccc(C(=O)Nc2ccccc2C(=O)N2CCOCC2)cc1)S(C)(=O)=O
→ 99	98	21	99	97	-10	0	95	18	101	0.2
COc1cccc(C(O)c2cnc(C(C)C)n2C)c1OC (centres undefined)
→ 102	106	6	103	105	10	1	98	-1	110	0.3
O=C(Cc1ccc(-n2cccc2)cc1)NCc1cccs1
→ 97	102	15	100	100	-4	1	102	29	102	0.2
CC1(C)CC(Nc2ccc(C(F)(F)F)cc2[N+](=O)[O-])CC(C)(C)N1
→ 95	96	12	96	98	-6	3	93	-8	98	1.2
Cc1ccc(N2N=C(c3ccc(Br)cc3)CCC2=O)cc1
→ 98	100	9	97	99	-11	9	99	0	101	1.4
Cc1ccc(CNC(=O)CS(=O)CC(=O)O)cc1 (centres undefined)
→ 100	103	9	103	103	5	3	102	/	109	0.1
Cc1csc(SCC(=O)NC(=O)C2CCCCC2)n1
→ 96	102	10	99	101	0	2	96	26	101	0.5
COc1ccc(Cc2noc(-c3ccccc3)n2)cc1OC
→ 95	95	25	95	92	-5	1	96	12	92	0.0
Cc1ccc(S(=O)(=O)N(CC(=O)N2CCC(C)CC2)c2cccc(C)c2)cc1
→ 101	105	14	102	103	-17	10	102	11	106	2.7
COc1ccc(CCNC(=O)CCCn2c(=O)[nH]c3cc(OC)c(OC)cc3c2=O)cc1OC
→ 99	103	37	101	101	8	0	102	/	105	0.1
O=C1[C@@H]2[C@@H]3C[C@@H]([C@H]4ON=C(c5ccc(Cl)cc5Cl)[C@@H]34)[C@@H]2C(=O)N1C1CCCCC1
→ 99	93	16	99	98	12	1	97	-21	102	1.0
C#CCCCc1nc2ccccc2c(=O)n1N
→ 104	106	7	106	107	-22	0	101	-2	106	/
O=C(O)c1ccc(Oc2c(C(F)(F)F)oc3cc(O)ccc3c2=O)cc1
→ 93	96	10	93	97	16	1	91	-3	96	0.5
O=C(NC1CCCCCCC1)c1ccc2c(c1)N(Cc1ccc(F)cc1)C(=O)CS2=O (centres undefined)
→ 101	102	23	102	102	13	11	100	0	106	1.5
CCc1ccc(S(=O)(=O)NCc2csc(-c3ccccc3)n2)s1
→ 97	98	19	100	98	15	1	100	/	101	0.4
Cc1ccc(S(=O)(=O)CCc2nnc(NC(=O)c3ccco3)s2)cc1
→ 98	95	23	96	96	-4	1	100	/	102	0.3
COC(=O)c1ccc(NC(=O)Cn2nc(C)cc2C)cc1
→ 98	99	12	100	103	7	2	107	-3	98	1.4
CCN(CC)c1ccc(/C=N/NC(=S)NC)c(O)c1
→ 99	97	6	98	97	-10	11	100	-21	103	0.0
O=C1CCc2cc(S(=O)(=O)N3CCC(C(=O)NCc4ccccc4Cl)CC3)ccc2N1
→ 102	103	7	101	104	18	2	99	/	106	0.5
Cc1cc(C)n(-c2nc(SCC(=O)N3CCCC3)c3c4c(sc3n2)CCCC4)n1
→ 101	98	9	100	100	13	0	97	/	100	0.0
O=C(O)c1ccc(N/N=C/c2cccc(F)c2)cc1
→ 100	100	13	101	99	7	-1	97	/	100	0.4
CN(C)S(=O)(=O)N1CCC(Oc2ccc(C(=O)NCc3cnn(C)c3)cc2)CC1
→ 92	95	8	95	96	-4	1	99	35	95	0.0
C#CCn1c(S(=O)(=O)Cc2ccc(C)cc2)nc(-c2ccccc2)c1-c1ccccc1
→ 96	97	36	97	97	-12	2	95	10	97	0.7
O=C(COC(=O)CCS(=O)(=O)c1ccc(Cl)cc1)NC1CCCCC1
→ 98	98	3	96	97	-1	0	97	/	101	-0.1
O=C(NC1=C(NC2CCS(=O)(=O)C2)C(=O)c2ccccc2C1=O)c1ccccc1 (centres undefined)
→ 95	95	15	97	98	70*	10	101	-15	96	0.3
COc1ccc(N2CC(C(=O)NCc3cccnc3)CC2=O)cc1 (centres undefined)
→ 94	99	33	97	94	7	2	93	/	94	0.4
COc1ccc(-c2csc(C3=C(O)CN(CCCN4CCCC4=O)C3=N)n2)cc1OC
→ ?	?	6	?	?	-4	7	?	-7	?	0.6
Cc1ccc(-c2nc(C)sc2CC(=O)O)cc1
→ 101	101	7	101	97	6	3	98	/	106	0.4
Clc1ccc(Cn2nc(-c3ccccc3)nc2-c2ccccc2)cc1
→ 101	102	2	102	101	8	0	103	-17	104	0.4
COc1ccc(NC2CC(=O)N(c3ccc(C(=O)O)cc3)C2=O)cc1 (centres undefined)
→ 96	99	21	99	101	20	0	101	9	101	0.3
CCOc1ccccc1C(=O)n1nc2nc(C)cc(C)c2c1N
→ 99	97	3	98	99	6	/	104	25	99	/
CCOC(=O)N1CCN(S(=O)(=O)c2ccc(C(=O)Nc3nnc(CC)o3)cc2)CC1
→ 98	102	15	99	97	-14	4	100	/	103	0.5
O=C(Nc1ccc(N2CCCCCC2)cc1)c1ccccc1Cl
→ 97	95	6	95	96	52*	3	99	/	96	0.3
Cc1ccc2cc(C#N)c(N3CCCC3)nc2c1C
→ 97	97	8	97	96	/	10	95	16	97	0.4
CCOc1ccc(-c2csc3ncn(-c4ccc(OC)cc4)c(=O)c23)cc1
→ 94	98	13	98	99	5	5	101	8	96	0.8
Cc1ccc(NC(=O)CSc2ncc3ccccn23)cc1
→ 95	99	10	99	97	13	2	103	-12	100	-0.2
CC(C)[C@H](N)c1nnc(SC/C=C/c2ccccc2)o1
→ 99	101	34	100	101	18	0	102	10	100	-0.1
Cc1cccc(Oc2sc(C(=O)c3ccccc3)c(N)c2C#N)c1C
→ 99	99	34	101	98	-47	2	98	12	101	0.6
Cc1ccc(C(=O)CNc2ccc(F)cc2)cc1
→ 100	102	8	100	100	-2	12	99	4	106	0.5
O=C(c1ccc(Cn2cc(Br)cn2)o1)n1cccn1
→ 97	98	6	99	99	21	8	98	1	99	0.8
CCOC(=O)c1cc(-c2ccc(OC)cc2)n(CCC(=O)NC2CCN(Cc3ccccc3)CC2)c1C
→ 96	94	20	97	99	5	4	107	/	100	2.7
CC(Sc1nnc2ccccn12)C(=O)N1CCc2ccccc2C1 (centres undefined)
→ ?	?	12	?	?	-2	1	?	6	?	0.2
Cc1c(C)n(CC(O)CN(CCO)CCO)c2ccccc12 (centres undefined)
→ 94	96	6	96	96	2	6	97	-10	96	0.9
CCCCOC1(c2ccccc2)NC(=S)NN=C1c1ccccc1 (centres undefined)
→ 96	100	4	99	97	15	1	95	/	94	0.4
OC(CNCCc1ccccc1)c1ccccc1 (centres undefined)
→ 98	100	8	100	100	-12	1	97	-14	99	0.6
COc1ccc2nc(NC(=O)c3ccc4ncsc4c3)sc2c1
→ 104	106	22	104	103	32	-1	102	/	110	-0.1
COc1ccc(C(=O)C2CCN(C(=S)NCC3CCCO3)CC2)cc1 (centres undefined)
→ 99	96	9	97	97	12	-5	93	-7	99	-2.2

Carrying on.
Every second line gives: Rac1 act GTP bind	Cdc42 wt GTP	Avidin bead fluor	HRas wt GTP	Rab2A wt mod	Mcl1 Noxa PPI	ABCG2 inh	Rab7 wt GTP bind	Pf gametocyte	Rac1 wt GTP bind	ABCB1 inh
CC(C)(C)C(=O)N1CCCC1C(=O)O (centres undefined)
→ 96	96	10	97	97	23	5	95	/	100	1.0
O=C(Cc1ccc2c(c1)OCCO2)N1CCN(c2ccccc2)CC1
→ 92	95	23	91	92	4	1	92	-5	92	-0.1
COc1ccc(OC)c(NC(=O)CN(c2ccc(C(C)C)cc2)S(=O)(=O)c2c(C)noc2C)c1
→ 101	103	7	103	103	-11	9	102	/	109	2.3
O=c1c2ccccc2nc(-c2ccccc2)n1CCCn1ccnc1
→ 98	102	7	101	101	8	1	102	/	99	0.2
Cc1ccc(C)c(N(CC(=O)Nc2ccc(-c3nc4ccc(C)cc4s3)cc2)S(C)(=O)=O)c1
→ 103	102	16	101	101	0	-2	96	16	103	-0.5
Cn1nc(C(F)(F)F)c(C#N)c1N1CCN(c2ccccc2F)CC1
→ 100	104	8	105	102	-1	10	102	/	103	0.6
CC(C)(C)NC(=O)CN(C(=O)CS(=O)CC(=O)Nc1ccc(F)cc1)c1ccccc1 (centres undefined)
→ 99	102	8	99	98	1	1	96	9	108	-0.2
CCC(C)COC(=O)C(C#N)c1nc2ccccc2nc1N1CCCCC1 (centres undefined)
→ 95	94	10	95	92	/	4	90	-18	94	0.7
COC(=O)c1n[nH]c2ccccc12
→ 103	105	27	104	103	0	-2	99	-22	104	-0.6
Nc1nc(N)nc(COc2ccccc2)n1
→ 98	95	10	98	99	0	0	105	-9	97	0.4

High-throughput results (PubChem)
